From PubChem
CBFb-RUNX1 inh = CBF-beta/RUNX1 interaction disruption; AID 1477; Potency, µM (top dose mostly 59.8 µM), for the others: top-dose activity, negative = inhibition, hits mostly inhibitors; AlphaScreen CBFb-His/RUNX1-biotin binding, biochemical; Q01196+Q13951; 230,000 tested, under 10 active; further: % of control where 0% means no effect
Target sequence (Q01196 whole entry, looked up): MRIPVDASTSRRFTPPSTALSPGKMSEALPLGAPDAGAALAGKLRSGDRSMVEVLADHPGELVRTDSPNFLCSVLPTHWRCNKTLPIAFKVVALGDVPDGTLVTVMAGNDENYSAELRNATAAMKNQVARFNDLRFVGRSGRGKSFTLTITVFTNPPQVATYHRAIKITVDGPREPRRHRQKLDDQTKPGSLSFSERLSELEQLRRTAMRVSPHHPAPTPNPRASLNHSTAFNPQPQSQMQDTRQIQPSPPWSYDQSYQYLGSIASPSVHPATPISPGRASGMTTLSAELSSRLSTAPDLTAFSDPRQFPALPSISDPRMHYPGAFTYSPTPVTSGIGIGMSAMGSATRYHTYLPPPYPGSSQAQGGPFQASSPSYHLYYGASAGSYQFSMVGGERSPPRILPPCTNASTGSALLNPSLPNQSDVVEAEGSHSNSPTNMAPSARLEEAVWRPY
Target sequence (Q13951 whole entry, looked up): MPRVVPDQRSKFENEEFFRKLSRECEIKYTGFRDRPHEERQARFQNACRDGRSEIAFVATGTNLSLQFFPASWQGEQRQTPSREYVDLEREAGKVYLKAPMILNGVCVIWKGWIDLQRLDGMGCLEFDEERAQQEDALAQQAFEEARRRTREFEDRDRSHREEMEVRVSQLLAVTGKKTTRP
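Compounds were screened at multiple concentrations against a preformed CBF-beta(His)/RUNX1(biotin) complex (30 nM of each) for 15 min at room temperature, followed by 90 min with nickel and streptavidin beads and AlphaScreen reading.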
HttQ103 aggreg = inhibitors of mutant huntingtin aggregate formation in PC12 cells | 1.1% of 220,000 active | Potency, µM (top dose mostly 46.1 µM), for the others: at the highest dose activity change, negative = inhibition, most hits filed as inhibitors | PC12 HttQ103-GFP aggregates, Acumen cytometry, 40 h; further: potency means the concentration at half of the fitted maximal effect; on the % scale 0 is the no-effect control and ±100 the full control effect; nearly all actives have a fitted effect of over 60% in size
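Multiplexed with ATP-based cell death, this channel scores GFP aggregates in PC12 cells expressing inducible HTTex1-Q103-GFP. Induction used 100 nM tebufenozide; compounds were tested in concentration series.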
Epigenetic reg = regulators of epigenetic silencing causing reporter derepression in mouse cells. murine LDR cells, GFP reporter derepression, 30 h. Potency, µM (titrated, usually from 53.9 µM), for the others: top-dose GFP activation, most hits filed as activators. 0.2% of 280,000 active. AID 1865; further: potency means the concentration at half of the fitted maximal effect; % of control where 0% means no effect; nearly all actives have a fitted effect of over 60% in size
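Murine LDR cells bearing a silenced CMV-driven GFP reporter were exposed to compound for 30 h at 37 C. After PBS washes, GFP-positive cells (20-120 um objects) counted by laser-scanning microplate cytometry.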
IMPase Li inh = membrane-permeable IMPase blocker, potentiated with lithium. CHO-M1 cells, IP1 TR-FRET (IP-One), carbachol + lithium. Potency, µM (titrated, usually from 59.4 µM), for inactives: at the highest dose activity, negative = IMPase inhibition, hits mostly inhibitors. 0.35% of 210,000 active;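 further: IP1 builds up when IMPase is blocked and the TR-FRET signal falls; potency means the concentration at half of the fitted maximal effect; plate controls were basal vehicle for no effect and high inhibitor control for full effect; nearly all actives have a fitted effect of over 50% in size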
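Lithium-sensitised IP1 accumulation assay; M1-expressing CHO cells treated 30 min at 37C with compound. Competitive antibody detection by time-resolved FRET followed a 10 min room-temperature lysis step.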
NPSR antagonist = blocks cAMP signaling of the human neuropeptide S receptor | Q6W5P4 | CHO-NPSR cells, cAMP TR-FRET, antagonist mode | Potency, µM (doses to about 38.3 µM), for the others: top-dose activity change, negative = inhibition, hits mostly inhibitors | 1% of 220,000 active | AID 1461; further: potency means the concentration at half of the fitted maximal effect; on the % scale 0 is the no-effect control and ±100 the full control effect; nearly all actives have a fitted effect of over 50% in size; many of its hits are not listed in these tables
Target sequence (Q6W5P4 whole entry, looked up): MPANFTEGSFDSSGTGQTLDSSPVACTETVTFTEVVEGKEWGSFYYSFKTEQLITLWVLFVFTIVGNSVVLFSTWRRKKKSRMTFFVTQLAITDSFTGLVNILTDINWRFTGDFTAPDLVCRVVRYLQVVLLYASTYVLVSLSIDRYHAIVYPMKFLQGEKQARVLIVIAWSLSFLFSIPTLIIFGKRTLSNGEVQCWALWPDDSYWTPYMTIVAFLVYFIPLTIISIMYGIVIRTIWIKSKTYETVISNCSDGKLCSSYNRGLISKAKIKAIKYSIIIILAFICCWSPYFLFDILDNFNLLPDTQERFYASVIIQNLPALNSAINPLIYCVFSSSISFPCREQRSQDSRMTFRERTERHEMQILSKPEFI
KinaseGlo FLuc = counter-screen: inhibitors of Kinase-Glo firefly luciferase; Q27757; Kinase-Glo luciferase, ATP luminescence, 8 min; Potency, µM (titrated, usually from 38.3 µM), inactives show at the highest dose activity change, negative = inhibition, actives largely listed as inhibitors; 0.28% of 200,000 active; AID 1379; further: potency means the concentration at half of the fitted maximal effect; on the % scale 0 is the no-effect control and ±100 the full control effect; nearly all actives have a fitted effect of over 60% in size
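Compounds were added to a substrate mix at pH 7.2 (50 mM imidazole, 10 uM ATP, within the enzyme's linear range), followed by Kinase-Glo detection reagent; luminescence was measured after 8 minutes at ambient temperature.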
L3MBTL1 inh = blocks human L3MBTL1 | Q9Y468 | AlphaScreen L3MBTL1–H3K9me1 peptide binding | 0.66% of 230,000 active | AID 485360 | Potency, µM (top dose mostly 57.1 µM), without a hit: at the highest dose activity, negative = inhibition, hits mostly inhibitors; further: potency means the concentration at half of the fitted maximal effect; on the % scale 0 is the no-effect control and ±100 the full control effect; nearly all actives have a fitted effect of over 60% in size
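L3MBTL1 50 nM + b-AHA-H3(1-15)K9me1 75 nM, 30 min RT; compound added, 30 min RT; streptavidin donor/Ni-chelate acceptor beads 10 ug/mL each final, 30 min RT dark; AlphaScreen read.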
An asterisk follows results filed as active; ? = inconclusive; nt = not tested or not shown; & = joins results of further samples; [ ] = dose if it differs, or a comment. The call rests on the fitted dose curve; in most records, active means well fitted curve in the direction sought with a large enough effect; inconclusive means small, poorly fitted or top-dose-only effect, or another doubt; inactive means no such curve, though single readings can be large; an effect the other way counts as inactive or inconclusive.

A first look, 2 compounds:
SMILES	CBFb-RUNX1 inh	HttQ103 aggreg	Epigenetic reg	IMPase Li inh	NPSR antagonist	KinaseGlo FLuc	L3MBTL1 inh
Cc1cccc(NC(=O)CN2C(=O)CNC2=O)c1	7%	2%[9.22 µM]	-0.3%	16%[38.3 µM]	10%[46.1 µM]	4%	nt
COc1ccc(-c2noc(CN3C(=O)c4ccccc4C3=O)n2)cc1	9%	0%	-15%	24%[38.3 µM]	-14%[46.1 µM]	3%	11%

The listing, repeating the preview:
SMILES	CBFb-RUNX1 inh	HttQ103 aggreg	Epigenetic reg	IMPase Li inh	NPSR antagonist	KinaseGlo FLuc	L3MBTL1 inh
Cc1cccc(NC(=O)CN2C(=O)CNC2=O)c1	7%	2%[9.22 µM]	-0.3%	16%[38.3 µM]	10%[46.1 µM]	4%	nt
COc1ccc(-c2noc(CN3C(=O)c4ccccc4C3=O)n2)cc1	9%	0%	-15%	24%[38.3 µM]	-14%[46.1 µM]	3%	11%
Cn1c(SCc2nc3ccccc3c(=O)[nH]2)nc2ccccc21	0%	7%	9.0%	4%	3%	-1%	-3%
CCOc1cc(-c2cc(-c3ccc(N)cc3)nc(N)c2C#N)ccc1O	27%	14%	-0.2%	-28%[38.3 µM]	-9%[46.1 µM]	-4%	20%
O=C(c1ccco1)N1CCN(c2nc3ccccc3n3nnnc23)CC1	3%	?	0.0%	4%	-10%[46.1 µM]	1%	1%
CCC(C)NS(=O)(=O)c1ccc(S(=O)(=O)N2CCCC3(CCCCC3)C2)cc1 (stereo unspecified)	5%	?	0.7%	43%[activator][38.3 µM]	?	2%	nt
CC(=O)Nc1ccc(S(=O)(=O)NCC(=O)OCC(=O)N2CCN(c3ccccc3)CC2)cc1	-6%	9%	-0.8%	-1%	14%	2%	4%
Cc1ccc(NS(=O)(=O)c2cc([N+](=O)[O-])ccc2NNC(=S)Nc2cc(C)ccc2C)c(C)c1	-17%	?	-1.9%	10%	-15%	-15%	?
COc1ccc(CCNC(=O)COC(=O)c2cc(S(=O)(=O)NCc3ccccc3)ccc2O)cc1OC	-15%	0%[9.22 µM]	4.9%	nt	-32%	nt	-6%
O=C(Nc1ccc2c(c1)OCO2)C1CC(=O)N(CCc2ccccc2)C1 (stereo unspecified)	-1%	14%	0.0%	4%	3%	-2%	nt
COc1ccc(OCCCc2c(C)n[nH]c2C)cc1	2%	-31%	-2.7%	10%[38.3 µM]	-9%[46.1 µM]	-5%	nt
COCCN(CC(=O)Nc1cccc(C)c1)S(=O)(=O)c1ccc(S(=O)(=O)N2CCCC2)cc1	-1%	22%	-6.0%	-2%[38.3 µM]	12%[46.1 µM]	4%	-1%
O=C(/C=C/c1cccc(Cl)c1)Nc1ccncc1	1%	26%	-0.3%	2%[38.3 µM]	0%[46.1 µM]	-4%	0%
CC(C)n1c(O)c(N=NC(=O)Cn2ccc(C(F)(F)F)n2)c2ccccc21	-1%	-18%	0.0%	2%	-2%	5%	1%
CC(=O)Nc1ccc(SCC(=O)O)cc1	14%	0%	-0.2%	-6%	9%	2%	1%
O=c1c2c(nc3cc(-c4ccccc4)[nH]n13)CCS2	1%	?	0.3%	11%[38.3 µM]	-13%[46.1 µM]	-17%	14%
Cc1cc(NC(=O)COC(=O)c2oc3c(ccc4ccccc43)c2C)no1	-1%	-7%	1.9%	?	-35%	-1%	-1%
CC(=O)c1ccsc1B(O)O	22%	nt	2.5%	-13%	nt	-6%	nt
CCC(C#CCN1CCCCC1)(CC)OCCC#N	-2%	-7%	-0.9%	19%[38.3 µM]	-5%[46.1 µM]	-2%	3%
Cc1nc(NCc2ccccc2)c2cc[nH]c2n1	10%	-37%[9.22 µM]	1.1%	nt	-2%	nt	nt
COc1ccc(/C(C#N)=C/c2c(-c3ccc(Cl)cc3)nc3c(C)cccn23)cc1	1%	2%	0.0%	19%[38.3 µM]	?	-5%	-2%
CN(CC(=O)Nc1cccc2ccccc12)c1ccc(S(=O)(=O)N2CCOCC2)cn1	6%	?	2.5%	24%[38.3 µM]	-7%[46.1 µM]	-2%	nt
Cc1ccc(S(=O)(=O)N2CCC(C(=O)Nc3nnc(-c4ccc(F)cc4)s3)CC2)cc1	9%	-4%	-0.9%	?	-33%	-2%	4%
CCCS(=O)(=O)N1CCN(C(=O)COc2ccc(OC)cc2)CC1	4%	24%	-6.8%	16%[38.3 µM]	-5%[46.1 µM]	-2%	nt
O=C(NC(=O)N1CCN(c2ccccc2F)CC1)c1ccccc1	12%	3%	0.7%	-9%[38.3 µM]	-2%[46.1 µM]	-5%	-3%
CC(CCc1ccccc1)NC(=O)Cc1ccc([N+](=O)[O-])cc1 (stereo unspecified)	-11%	-18%	-2.9%	-6%	-9%	1%	-3%
COc1ccc(CCNC(=O)CSc2nnc(Cc3csc(N)n3)n2C)cc1OC	-7%	4%	3.7%	5%[38.3 µM]	-17%[46.1 µM]	4%	-25%
CC(=O)C1=C(O)C(=O)N(c2cc(C(C)(C)C)on2)C1c1ccc(Br)cc1 (stereo unspecified)	-9%	-13%	-1.2%	-19%[38.3 µM]	-6%[46.1 µM]	3%	-5%
Cc1cc(C)cc(NC(=O)/C(C#N)=C/c2cn(CC(=O)NCc3ccco3)c3ccccc23)c1	-6%	-28%	2.2%	-2%	-43%	0%	3%
COc1ccc(-n2c(SCc3cn4c(C)cccc4n3)nc3ccccc3c2=O)cc1OC	?	-18%	-0.3%	23%	-40%	-1%	?
COc1cc(C)ccc1OCCOc1cc(C)ccc1Cl	?	9%	-2.3%	16%[38.3 µM]	10µM*	0%	?
CN1CCN(S(=O)(=O)c2cc([N+](=O)[O-])ccc2Cl)CC1	-6%	22%[9.22 µM]	4.4%	-1%	-24%	0%	-1%
Cc1ccc(S(=O)(=O)c2c(C)nn(C(C)(C)C)c2OC(=O)C(C)(C)C)cc1	10%	?	-0.9%	2%[38.3 µM]	?	-1%	5%
c1ccc(-c2ncc(-c3ccn[nH]3)s2)cc1	9%	0%	0.2%	-16%	-9%	-24%	-15%
O=C(CN1CCN(S(=O)(=O)c2ccc(Br)cc2)CC1)Nc1ccc(F)cc1F	3%	-15%	0.0%	1%	-24%[46.1 µM]	-4%	2%
COc1ccc(C(=O)NNc2ccccc2)cc1OC	0%	3%	-1.1%	-11%[38.3 µM]	-37%[46.1 µM]	3%	3%

Looked up above:
`COc1ccc(/C(C#N)=C/c2c(-c3ccc(Cl)cc3)nc3c(C)cccn23)cc1` in KinaseGlo FLuc shows -5%
`O=C(/C=C/c1cccc(Cl)c1)Nc1ccncc1` in HttQ103 aggreg shows 26%

(further entries)
SMILES	CBFb-RUNX1 inh	HttQ103 aggreg	Epigenetic reg	IMPase Li inh	NPSR antagonist	KinaseGlo FLuc	L3MBTL1 inh
COc1ccc(Nc2c(-c3ccco3)nc3cccc(C)n23)cc1	-30%	24%	5.7%&-1.8%	6%	-44%	-3%	nt
Cc1nc2ncnn2c(C)c1Cc1ccc(Cl)cc1	6%	11%	3.1%	26%[38.3 µM]	-1%[46.1 µM]	18%	nt
O=C(NN=C1C2CC3CC(C2)CC1C3)c1cc(Cl)ccc1O	1%	-22%	-0.9%	-5%[38.3 µM]	-8%[46.1 µM]	-6%	-1%
NC(CC(=O)OC1CCCCC1)C(=O)OC1CCCCC1 (stereo unspecified)	-7%	-1%	0.0%	4%[38.3 µM]	4%[46.1 µM]	-3%	-5%
Cc1nnc(SC(C)C)n(N)c1=O	19%	4%	1.3%	5%	10%	-2%	-13%
CCCC(=O)Nc1nnc(C2CCCO2)s1 (stereo unspecified)	20%	19%[9.22 µM]	1.0%	7%	-1%	-1%	6%
COc1cc(C=O)c(Br)cc1OCC(=O)NCc1ccccc1	14%	4%	1.1%	7%	-53%	3%	9%
CC1(OC(=O)CCc2ccccc2)C(=O)C=C2C=C(c3ccc(C#N)cc3)N(C3CC3)C=C2C1=O (stereo unspecified)	16%[13.1 µM]	-8%[9.22 µM]	-3.2%	8%	-20%	-11%[7.66 µM]	nt
CC(C)C(=O)Nc1ccc(NC(=O)c2cc3ccccc3o2)cc1	5%	-13%	0.0%	22%[38.3 µM]	-8%[46.1 µM]	-2%	0%[11.4 µM]
COc1ccc2c(c1OC)CN1CCc3cc4c(cc3[C@@H]1[C@@H]2O)OCO4	-2%[2.36 µM]	6%	-1.0%	4%	10%	0%	-3%
C/C=C/c1ccc(OCCOc2cccc3cccnc23)c(OC)c1	-4%	5%	0.1%	5%	5%	-1%	-3%
COC(=O)Cn1c(=NC(=O)C(C)(C)C)sc2c(C)cc(C)cc21	11%	4%	-0.8%	38%[38.3 µM]	-21%[46.1 µM]	5%	-11%
CCC(=O)N1N=C(c2ccc(C)o2)CC1c1ccc(OC)cc1 (stereo unspecified)	-5%	13%	-1.2%	4%	-4%	-1%	-4%[11.4 µM]
CC1CCCN(CCCNC(=O)c2cc3c(Cl)nc4ccccc4c3s2)C1 (stereo unspecified)	1%	?	3.4%&3.3%	16%	-40%	1%	nt
Cc1ccc(NS(=O)(=O)c2ccc(CCC(=O)NCCO)cc2)cc1	-3%	9%	0.7%	18%[38.3 µM]	-3%[46.1 µM]	-2%	nt
Cc1ccc(C2CC(c3cccs3)=NN2C(=O)CSC2=NN3CCCC(=O)N=C3S2)cc1 (stereo unspecified)	14%	5%	0.0%	31%[activator][38.3 µM]	-5%[46.1 µM]	2%	-16%
O=C(CCCc1ccccc1)Nc1nncs1	-1%	0%	-1.0%	7%	4%	2%	-1%
CCN=C1S/C(=C\c2ccc(OC)c(OCC)c2)C(=O)N1CC	-2%	9%	0.0%	5%	9%	-2%	11%
O=C(COC(=O)c1ccccc1SCC(=O)NC1CCCCC1)NC1CCCCC1	0%	4%	0.1%	?	?	-2%	nt
COc1ccc(C(CC(=O)N2CCCC2)c2c(OC)cc(OC)c3c(-c4ccccc4)cc(=O)oc23)cc1 (stereo unspecified)	?	-28%[9.22 µM]	0.5%	nt	-26%	nt	nt
CCCn1c(SCC(=O)Nc2nonc2C)nnc1-c1ccoc1C	-2%	-22%	-1.0%	23%[38.3 µM]	-8%[46.1 µM]	2%	nt
COc1cccc(CN2CCCC(C(=O)N3CCCCC3)C2)c1OC (stereo unspecified)	5%	19%	-1.0%	19%[38.3 µM]	-1%[46.1 µM]	-5%	7%
CC(=O)N1c2c(cc(Br)cc2S(=O)(=O)NCc2ccc3c(c2)OCO3)CC1C (stereo unspecified)	-6%	1%	-1.0%	17%[38.3 µM]	-10%[46.1 µM]	2%	nt

These rows are one share of the data, so the mix of outcomes need not match the whole.
